Source: PubChem BioAssay (Milwaukee Institute for Drug Discovery)
NS3h inh CB: HCV NS3 helicase inhibitors, primary screen, biochemical, fluorescence polarization, ChemBridge library. AID 687043, 2013. NS3h Cy5-dT15 DNA binding. Hepatitis C virus NS3 helicase. inhibition, % at 100 µM. 16,000 tested, 1.6% active;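 active = inhibition above the average over every tested compound plus 3 SD, cut at about 40% in these data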
Cy5 interf NS3h: Cy5 fluorescence quenchers or enhancers, artefact control for HCV NS3 helicase inhibitor project, biochemical, ChemBridge library, Cy5 readout | Cy5-dT15 DNA with NS3h, fluorescence interference; actives lie on both sides; signal over control mean, under 1 quenches | fluorescence interference ratio at 100 µM | 16,000 tested, 6% active | AID 720488, 2013;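 active = compound fluorescence over control fluorescence at most 0.8, a quencher, or at least a set upper limit, an enhancer; inactive = ratio between 0.8 and the set upper limit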
* marks the source's active call; other numbers are inactive results.

NS3h inh CB	Cy5 interf NS3h	SMILES
10.9	1.14	COC(=O)COc1ccc2c(-c3ccccc3)cc(=O)oc2c1C
7.3	1.12	COC(=O)C1=C(C)NC2=C(C(=O)CC(c3ccc(OC)c(OC)c3)C2)C1c1ccc(OC)c(OC)c1 (stereo not drawn)
7.2	1.03	CCOc1ccc(C(=O)Nc2ccc(C)cc2[N+](=O)[O-])cc1Cl
30.8	1.07	O=c1[nH]cnc2scc(-c3ccc(-c4ccccc4)cc3)c12
-5.0	0.903	CCOc1ccc(NC2=C(Cl)C(=O)N(c3cccc(Cl)c3Cl)C2=O)cc1
4.8	0.976	CC(C(=O)O)N1C(=O)/C(=C/c2cccnc2)SC1=S (stereo not drawn)
-15.3	1.05	C=CCN(CC=C)C(=O)c1ccccc1
15.6	0.97	COC(=O)c1c(C)oc2ccc(OC(=O)c3cccc([N+](=O)[O-])c3)cc12
10.5	1.05	COc1ccccc1C(=O)Nc1ccc(-c2csc(-c3ccccc3)n2)cc1
14.1	0.978	O=C1c2[nH]nc(-c3ccccc3)c2C(c2ccccc2F)N1c1ccccc1 (stereo not drawn)
12.7	0.965	CCN(CC)c1ccc(NC(=O)c2ccc(Br)o2)cc1
11.9	1.05	O=C(Cc1ccc(Br)cc1)NCc1ccccc1
12.7	0.999	COc1cc(C(=O)Oc2ccc(C(=S)N3CCOCC3)cc2)cc(OC)c1OC
5.2	1.01	COC(=O)C1=C(C)N(CCc2ccc(OC)c(OC)c2)C(=O)/C1=C\c1ccc(O)cc1
26.7	1	CCC(=O)Nc1sc2c(c1C(=O)Nc1ccccc1OC)CCC2
-4.5	0.937	CC(C)(NO)/C(=N\O)c1ccc(Br)cc1
11.6	0.944	COc1ccc(NC(=O)c2ccc(CN3CCc4ccccc4C3)cc2)cc1OC
0.7	0.905	CCOC(=O)C1=C(O)/C(=C/c2cccc(O)c2)SC1=Nc1ccc([N+](=O)[O-])cc1
3.6	0.912	Cc1ccc(C2Nc3ccccc3C(=O)N2c2ccccc2)cc1 (stereo not drawn)
3.8	1.04	N/C(Cc1cccc2ccccc12)=N/OC(=O)c1ccc(F)cc1
24.4	1.02	COc1ccc(C(=O)Nc2ccc(Br)cc2C)c(OC)c1
17.7	0.722*	COCCNC(=O)c1ccc(CN(c2ccccc2)S(C)(=O)=O)cc1
-0.9	1.1	CCCc1c(O)nc(SCCN2CCOCC2)n(-c2ccccc2)c1=O
13.6	1.07	COc1ccc(S(=O)(=O)N(CC(=O)Nc2cccc(Cl)c2)Cc2ccccc2)cc1OC
18.4	0.955	c1ccc(Oc2nc(-c3cccnc3)nc3ccccc23)cc1
10.2	0.833	CC(=O)Nc1ccc(Oc2ccccc2)cc1
25.1	0.818	O=C(NCC1CCCO1)/C(=C/c1cccc(Oc2ccccc2)c1)NC(=O)c1ccccc1 (stereo not drawn)
-0.6	0.945	O=C(COc1ccc2c(c1)oc(=O)c1ccccc12)OCc1ccccc1
20.7	0.698*	COc1ccc(/C=C2\C(=O)N(c3nc(-c4ccc(C)cc4)cs3)N=C2C)cc1
14.4	0.997	COc1ccc(Cl)cc1NC(=O)Cc1ccccc1

(next part)
NS3h inh CB	Cy5 interf NS3h	SMILES
16.3	0.935	Cc1cc2ncn(CC(O)COc3ccc4ccccc4c3)c2cc1C (stereo not drawn)
2.2	1.01	O=C(COc1ccc2c(-c3ccccc3)cc(=O)oc2c1)OCc1ccccc1
-7.1	1.07	COc1ccc(CN2CCN(Cc3ccc(OC)c(OC)c3)CC2)cc1
13.4	0.974	O=[N+]([O-])c1cc(Cl)ccc1N1CCN(S(=O)(=O)c2ccccc2)CC1
2.7	1.06	CC(C)CCNC(=O)c1cc([N+](=O)[O-])ccc1Cl
4.6	0.938	COc1ccc(-c2cccc(=O)o2)cc1
6.3	0.981	CCCC(=O)Nc1c(C)ccc2nsnc12
7.8	1.03	Cc1cc(/C=C(\C#N)C(=O)NCc2ccco2)c(C)n1-c1cccc(Cl)c1
23.7	1.11	CC1(C)CC(CC(=O)O)(c2ccccc2)CCO1 (stereo not drawn)
6.9	1.04	Cc1ccc2nsnc2c1NC(=O)COc1ccccc1[N+](=O)[O-]
-9.6	1.01	COc1ccc(OC)c(CN2CCN(Cc3cc(OC)c(OC)cc3[N+](=O)[O-])CC2)c1
5.1	1.04	COc1cc(C2C(=C(O)c3ccccc3)C(=O)C(=O)N2c2cccc(C)c2)ccc1O (stereo not drawn)
15.6	0.978	C=CCN1C(=O)/C(=C\c2ccc(-c3ccccc3)o2)SC1=S
20.5	1.01	COc1ccc(/C=N\NC(=O)/C(=C\c2ccc3c(c2)OCO3)NC(=O)c2ccccc2)c(O)c1
20.8	0.852	O=C(c1ccccc1F)N1CCN(c2ccc([N+](=O)[O-])c(NC3CC3)c2)CC1
0.0	1.09	CSc1ccc(C=Nc2ccc(S(N)(=O)=O)cc2)cc1
15.9	0.753*	CCOc1ccc(N(CC(=O)N2CCOCC2)S(C)(=O)=O)cc1
-5.2	1.03	CN(C)c1ccc(-c2nc3cc(NC(=S)NC(=O)c4ccco4)ccc3o2)cc1
14.3	0.831	Cc1ccc(S(=O)(=O)NCCCNc2ccc([N+](=O)[O-])cc2)cc1
13.0	1.05	N/C(=N/OC(=O)c1ccc(Cl)c([N+](=O)[O-])c1)c1ccccc1Cl
9.9	0.763*	CCC1=NN(C(=O)c2ccccc2)C(O)(c2ccc(Br)cc2)C1 (stereo not drawn)
9.1	1.12	O=C(N/C(=C/c1ccc(Br)cc1)C(=O)N1CCOCC1)c1ccccc1
7.9	0.957	O=c1nc2s/c(=C\c3cn(-c4ccccc4)nc3-c3cccc([N+](=O)[O-])c3)c(=O)n2nc1Cc1ccccc1
61.9*	0.869	Cc1ccc(-c2nnc(SCC(=O)Nc3ccc(F)cc3)o2)cc1
5.8	1.22*	O=C(O/C(=C/c1nccn1Cc1ccc(Cl)cc1)c1ccccc1)c1ccccc1
-8.8	1.12	COc1ccc(NC(=O)C(=O)C=C(O)c2ccccc2)cc1
7.0	0.965	CCCN1C(=O)c2ccccc2NC1c1ccc(C)cc1 (stereo not drawn)
-5.5	0.996	Cc1occc1C(=O)O/N=C(/N)c1ccccc1
18.2	1.07	COc1cc(NC(=O)COc2ccc3ccccc3c2)cc(OC)c1
2.1	1.03	O=C(NCc1ccco1)C(=O)N1CCCC1

Additional compounds.
NS3h inh CB	Cy5 interf NS3h	SMILES
-3.0	0.967	Cc1c(Cl)cccc1NC(=O)C1c2ccccc2Oc2ccccc21
-9.3	1.03	COc1ccc(NC(=O)CN(c2cc(OC)ccc2OC)S(C)(=O)=O)cc1
10.5	1.05	Cc1cccc(C(=O)O/N=C(/N)Cc2cccc3ccccc23)c1
53.4*	1.02	C=CCOc1ccccc1/C=C1/C(=O)ON=C1c1ccc(Cl)cc1
15.2	0.938	O=C(Nc1ccc(Cl)cc1Cl)c1ccc(I)cc1
8.5	0.899	Cc1ccc(C(O)=C2C(=O)C(=O)N(c3nccs3)C2c2cccs2)cc1 (stereo not drawn)
4.8	1.02	Cc1ccc(N=Cc2ccc(C#N)cc2)cc1I
27.2	1.02	Cc1ccc(NC(=S)NCCOc2ccccc2Cc2ccccc2)c(C)c1
6.1	0.981	COc1ccccc1NS(=O)(=O)c1cc([N+](=O)[O-])ccc1Cl
-50.7	0.724*	O=c1c2c(nc3cc(-c4cccc(Cl)c4)[nH]n13)CCS2
7.6	0.933	Clc1ccc(Cn2nnc(-c3ccccc3)n2)c(Cl)c1
-3.3	0.919	COc1ccc(-n2c(-c3cccc(C)c3[N+](=O)[O-])n[nH]c2=S)cc1
5.3	1.02	COC(=O)c1ccccc1NC(=O)CN(c1ccccc1)S(=O)(=O)c1ccccc1[N+](=O)[O-]
-9.6	0.871	O=C(O)CCC(=O)Nc1ccc(Cc2ccc(NC(=O)CCC(=O)O)cc2)cc1
-1.6	1.04	O=C(CCc1ccccc1)Nc1ccccc1F
-1.8	1.02	CCOC(=O)c1ccccc1NC(=O)Cc1cccs1
-4.9	1.04	CCOC(=O)C1=C(N)Oc2ccc3ccccc3c2C1c1ccccc1OC (stereo not drawn)
8.8	0.942	COc1ccc(OC)c(N2C(=O)CC(Cc3cc(C)cc(C)c3)C2=O)c1 (stereo not drawn)
8.7	0.952	O=C(CCc1ccccc1)N1N=C(c2cccc([N+](=O)[O-])c2)CC1(O)C(F)(F)F (stereo not drawn)
10.9	1.03	C=CCN1C(=O)/C(=C\c2ccc(-c3ccc(Cl)c(Cl)c3)o2)SC1=S
23.2	1.07	Cc1[nH]n(-c2ccccc2)c(=O)c1C(c1c(Cl)cccc1Cl)c1c(C)[nH]n(-c2ccccc2)c1=O
1.5	0.94	CCN(C(=O)c1cc(OC)c(OC)cc1[N+](=O)[O-])c1ccccc1
6.7	1.02	COc1ccc(CNC(=O)c2nn3c(c2Cl)NC(c2ccc(C)cc2)CC3C(F)(F)F)cc1 (stereo not drawn)
11.9	1.07	CCc1ccc(OCc2nnc(NC(=O)Nc3ccc(Cl)c(Cl)c3)s2)cc1
10.0	1.02	C/C(=N/N=C1\NC(=O)C(CC(=O)Nc2ccccc2C(F)(F)F)S1)c1ccc([N+](=O)[O-])cc1 (stereo not drawn)
4.0	0.947	CCN(Cc1ccccc1)C(=O)Cc1ccc(Cl)cc1
-3.4	0.962	COc1ccc(/C=C2/C(=O)N(c3ccccc3)N=C2c2ccccc2)c(OC)c1
-3.7	1.03	CC1C(c2ccccc2)NC(c2ccccc2)C(C)C1O (stereo not drawn)
3.8	0.957	O=C1OC(c2ccccc2Br)=N/C1=C\c1cccnc1
8.8	1.05	O=C(O)CCCCCN1C(=O)C(=O)C(=C(O)c2ccc([N+](=O)[O-])cc2)C1c1ccc(O)cc1 (stereo not drawn)

Structures listed above marked active in Cy5 interf NS3h:
NS3h inh CB	Cy5 interf NS3h	SMILES
17.7	0.722*	COCCNC(=O)c1ccc(CN(c2ccccc2)S(C)(=O)=O)cc1
20.7	0.698*	COc1ccc(/C=C2\C(=O)N(c3nc(-c4ccc(C)cc4)cs3)N=C2C)cc1
15.9	0.753*	CCOc1ccc(N(CC(=O)N2CCOCC2)S(C)(=O)=O)cc1
9.9	0.763*	CCC1=NN(C(=O)c2ccccc2)C(O)(c2ccc(Br)cc2)C1 (stereo not drawn)
5.8	1.22*	O=C(O/C(=C/c1nccn1Cc1ccc(Cl)cc1)c1ccccc1)c1ccccc1
-50.7	0.724*	O=c1c2c(nc3cc(-c4cccc(Cl)c4)[nH]n13)CCS2

More results follow:
NS3h inh CB	Cy5 interf NS3h	SMILES
6.0	1.06	CC(C)c1ccc(OCCOc2ncnc3ccccc23)cc1
4.3	0.968	COC(=O)c1ccc(/C=C/C(=O)c2cccc([N+](=O)[O-])c2)cc1
2.9	1.05	CCOC(=O)C(=O)Nc1ccc(C(N)=O)cc1
-1.8	1.07	N#Cc1c2nc[nH]c(=O)c2c2n1CCC2
12.6	0.957	CCOc1ccc(NC(=S)NC(NC(=O)c2cc(OC)c(OC)c(OC)c2)C(Cl)(Cl)Cl)cc1 (stereo not drawn)
17.6	1.07	O=C(N/N=C/c1ccccc1)c1cncc(Br)c1
9.9	0.993	O=C(OCc1ccccc1)Sc1nc2ccccc2[nH]1
7.3	1.12	Cc1nnc2nc(-c3cccc(Cl)c3Cl)[nH]n12
8.8	0.963	COc1ccccc1C=NN1CCN(Cc2ccc(C)cc2C)CC1
5.1	1.06	O=C(/C=C/c1ccc(Cl)cc1)Nc1ccc(O)c(-c2nc3ccccc3o2)c1
45.8*	0.914	Cc1ccc(OCCOc2ccc(Cl)cc2/C=C2/SC(=S)N(C)C2=O)cc1
11.4	0.719*	Nc1nnc(SCc2ccc([N+](=O)[O-])cc2)s1
16.6	1.1	N#Cc1c(NC(=O)CCCN2C(=O)c3ccccc3C2=O)sc2c1CCCC2
19.4	1.01	O=C(N=Nc1c(O)[nH]c(=O)[nH]c1=O)c1cncc(Br)c1
5.9	0.991	Cc1ccc(OCC(=O)N2CCN(c3ccccn3)CC2)cc1
48.0*	0.996	O=C(O)CCCC(=O)OCc1ccco1
2.7	1.09	CCc1ccccc1NC(=O)C(=O)NCc1ccco1
12.1	0.831	COc1cc(/C=C2\NC(=S)NC2=O)ccc1Oc1ccc([N+](=O)[O-])cn1
13.5	1.06	Cc1cc(OCC(O)CN2C(C)CCCC2C)cc(C)c1Cl (stereo not drawn)
-0.7	0.991	CCOC(=O)c1ccc(NS(=O)(=O)c2cccs2)cc1
3.2	0.966	CCOn1c(=O)c(C)[n+]([O-])c2ccccc21
8.5	0.991	COc1c(Cl)cc(C(=O)Nc2ccc(-c3nc4cc(C)ccc4o3)cc2)cc1Cl
11.7	1.15	COc1ccc(C2=C/C(=C\c3cccc(OC(C)=O)c3)C(=O)O2)cc1
3.9	1.13	CCC(CC)NCc1cc(Br)ccc1OC
-7.2	1.04	CNCCOc1cc(C)nc(-c2ccccc2)n1
5.6	0.939	COc1cccc(OC)c1OCCCOc1c(OC)cccc1OC

A second format for part of the listing above:
Below each compound: NS3h inh CB, Cy5 interf NS3h
> CC(C)c1ccc(OCCOc2ncnc3ccccc23)cc1
  6.0, 1.06
> COC(=O)c1ccc(/C=C/C(=O)c2cccc([N+](=O)[O-])c2)cc1
  4.3, 0.968
> CCOC(=O)C(=O)Nc1ccc(C(N)=O)cc1
  2.9, 1.05
